Assay outcomes (PubChem)
HIV peptide binding = inhibitors of HIV fusion peptide binding, primary screen, biochemical, uHTS, fluorescence dequenching (AID 1986). 290,000 tested, 0.3% active. inhibition, % at 20 µM; hits with a dose series show IC50 in µM. cell-free peptide binding, fluorescence dequenching, 30 min; higher % means a stronger effect; in the data active = inhibition mostly above about 52%, no sharp cut-off; inactive = mostly below about 76%; note: some results filed as inactive read as strong as hits
GPR35 arrestin U2OS = GPR35 antagonists blocking zaprinast-driven arrestin recruitment, primary screen, imaging, U2OS, beta-arrestin-GFP, zaprinast agonist (AID 2058). one-dose inhibition, % at 10 µM; IC50 in µM for titrated hits. U2OS GPR35 beta-arrestin-GFP translocation imaging, zaprinast antagonism; higher % means a stronger effect. 290,000 tested, 0.052% active;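 active = inhibition of at least 50% with at least 30 cells and total cytoplasm GFP at most 10,000,000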
KOR beta-arrestin-1 = kappa opioid receptor activators – cell-based, luminescence, uHTS, primary screen (AID 1777); KOR beta-arrestin recruitment, luminescence; higher % means a stronger effect; activation, % at 10 µM; hits with a dose series show EC50 in µM; 280,000 tested, 0.02% active; in the data active = activation above about 50%, passing the limit was not always enough; note: a part of the inactive calls stands beside numbers as strong as those of hits
GPR55 beta-arrestin = selective activators of receptor GPR55 – imaging, U2OS cells, beta-arrestin-GFP redistribution, primary screen (AID 1961). 290,000 tested, 0.048% active. U2OS GPR55 beta-arrestin-GFP redistribution imaging; higher % means a stronger effect. activation, % at 10 µM, or EC50 in µM where a hit was titrated;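 active = activation above 40% with more than 50 cells counted in the well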;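 note: U2OS osteosarcoma cells stably expressing GPR55 and beta-arrestin-GFP; plate controls were DMSO negative control for no effect and LPI positive control for full effect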
GPR55 LPI antagonism = GPR55 antagonists blocking LPI-driven arrestin recruitment, primary screen, imaging, U2OS, beta-arrestin-GFP, LPI agonist (AID 2013); U2OS GPR55 beta-arrestin-GFP translocation imaging, LPI antagonism; higher % means a stronger effect; one-dose inhibition, % at 10 µM; IC50 in µM for titrated hits; 290,000 tested, 0.13% active;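 active = spots per cell inhibited over 60%, with over 100 cells counted and total cytoplasm intensity under 500,000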;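 note: U2OS cells stably carrying GPR55 and arrestin-GFP stimulated by 5 µM LPI near EC80; imaged beta-arrestin-GFP aggregate spots per cell after agonist stimulation; plate controls were LPI-stimulated DMSO wells for no effect and DMSO wells without LPI for full effect; some results filed as inactive read as strong as hits; confirmed hits need IC50 under 10 µM and bright autofluorescent wells are also inconclusive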
KOR beta-arrestin-2 = kappa opioid receptor blockers – cell-based, luminescence, uHTS (AID 1778); KOR beta-arrestin recruitment, luminescence, antagonist mode; higher % means a stronger effect; 290,000 tested, 0.091% active; inhibition, % at 10 µM; hits with a dose series show IC50 in µM; in the data active = inhibition above about 50%; note: strong numbers were not always called active
West Nile virus CPE = inhibition of WNV-induced cytopathic effect – cell-based, CPE readout (AID 1621); West Nile virus-infected cells, CPE inhibition; higher % means a stronger effect; 290,000 tested, 0.02% active; CPE inhibition, % at 10 µM; hits with a dose series show IC50 in µM; in the data active = a potency from the dose series; note: strong numbers were not always called active
Dengue-2 NS5 capping = Dengue-2 NS5 methyltransferase inhibitors, primary screen, biochemical, confirmation dose response (AID 588689); inhibition, % at 25 µM; hits with a dose series show IC50 in µM; 340,000 tested, 0.3% active; Dengue-2 NS5 methyltransferase capping enzyme assay, biochemical; higher % means a stronger effect; in the data active = a potency from the dose series
NOD1 NF-kB reporter = NOD1 signaling inhibitors, primary screen, cell-based, luminescence, uHTS (AID 1578). NOD1-driven NF-kB luciferase reporter cells, luminescence; higher % means a stronger effect. inhibition, % at 4 µM; hits with a dose series show EC50 in µM. 290,000 tested, 1% active; in the data active = inhibition mostly above about 36%, no sharp cut-off; inactive = mostly below about 34%;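 note: HEK-293T reporter cells stimulated with the NOD1 agonist gamma-tri-DAP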
Starred values were filed as active, the others as inactive; / = not tested or not shown; [ ] = dose if it differs, or a comment. Not all compounds are listed (hit frequency here may not be typical).

SMILES | HIV peptide binding | GPR35 arrestin U2OS | KOR beta-arrestin-1 | GPR55 beta-arrestin | GPR55 LPI antagonism | KOR beta-arrestin-2 | West Nile virus CPE | Dengue-2 NS5 capping | NOD1 NF-kB reporter
CCc1ccc(NC(=O)C2CCN(S(=O)(=O)c3ccc4c(c3)NC(=O)C(C)S4)CC2)cc1 (stereo unspecified) | 22% | 3% | 8.1% | 0.3% | -9% | -51% | 2.1% | -24% | 30%
Cc1ccc(/C=C2/NC(=O)N(Cc3ccccc3)C2=O)o1 | 20% | -3% | 3.7% | -0.2% | 1% | 23% | -0.6% | -31% | -31%
C/C(=N\OCC(=O)Nc1ccccc1Br)c1cccs1 | 0.1% | 6% | -2.7% | 0.2% | 7% | 16% | -0.5% | -1% | -33%
Cn1c(SCC(=O)Nc2cccc(S(=O)(=O)NC3=NCCCCC3)c2)nnc1-c1ccccc1 | 0.5% | 8% | -4.5% | 0.1% | 1% | 2% | -0.2% | 2% | -30%
Cc1cc(C)c(O)c(N)c1 | 8.2% | 7% | -4.4% | 0.2% | 0% | -25% | 1.8% | / | -12%
Cc1ccc(N2CC(C(=O)NC3=NCCS3)CC2=O)cc1C (stereo unspecified) | 0.8% | -20% | -5.7% | -0.2% | -1% | -11% | -0.1% | 1% | -23%
Cc1ccc2c(C(=O)CN3CCOCC3)c(C)[nH]c2c1 | -1.4% | 6% | -3.0% | 0.1% | 4% | -17% | -0.1% | 0% | -11%
CCOC(=O)C1(Cc2cccc(OC)c2)CCCN(Cc2ccc(NC(C)=O)cc2)C1 (stereo unspecified) | -2.2% | 4% | / | -0.1% | 5% | 8% | -0.9% | / | -13%
COc1ccc(CNC(=O)C(c2ccccc2F)N(C(=O)c2csnn2)C2CC2)cc1 (stereo unspecified) | 1.7% | 14% | 9.6% | -0.1% | -9% | -30% | -0.3% | -5% | 15%
C=CCn1c(SCC(=O)NC2CCCC2)nc2c([nH]c3ccccc32)c1=O | -1.3% | -3% | -2.6% | 0.0% | 8% | 28% | 0.3% | 3% | -26%
NNC(=S)NCc1ccccc1 | -1.0% | 0% | -5.0% | -0.2% | 6% | 2% | 0.4% | -2% | 5%
O=C1CS(=O)CN1c1ccc(Oc2ccccc2)cc1 (stereo unspecified) | 1.2% | 8% | -1.9% | -0.1% | 2% | -8%[20 µM] | 1.2% | 1% | -34%
Cc1cc(N/N=C/c2ccc(O)cc2O)c2ccccc2n1 | -2.6% | 10% | -3.2% | 0.5% | 8% | -3% | 0.6% | 2% | 6%
O=C(NC1CCCCCC1)C1CCCN(S(=O)(=O)c2cnc[nH]2)C1 (stereo unspecified) | -1.1% | -4% | 13% | -0.1% | 0% | 0% | -0.1% | -5% | -9%
CC(C)NC(=O)NC(=O)COc1ccc(Br)cc1Br | -1.9% | -17% | -2.1% | -0.1% | -3% | 39% | -0.8% | -2% | -55%
COc1ccc(CC(=O)Nc2ccc(C(=O)NCC(C)C)cc2)cc1 | -0.1% | 7% | 4.1% | 0.3% | 2% | -33% | 1.6% | -6% | 46%
CC(=O)c1ccc(N2CCN(S(=O)(=O)c3cn(C)cn3)CC2)cc1 | 0.3% | 4% | 3.6% | -0.2% | -22% | -37% | 0.2% | -5% | -3%
O=C(c1cccc(Br)c1)N1CCN(S(=O)(=O)N2CCCCCC2)CC1 | -0.5% | 0% | 0.8% | -0.1% | 2% | -26% | 0.5% | 7% | -22%
O=C(COn1nnc2ccccc21)N1CCN(Cc2ccccc2)CC1 | -1.3% | -14% | 2.5% | 0.8% | 8% | -18% | -0.3% | 2% | -21%
Cc1n[nH]c(C)c1S(=O)(=O)N1CCCC(C(=O)NC2CCCc3ccccc32)C1 (stereo unspecified) | -1.7% | -3% | 7.5% | -0.1% | 6% | -17% | -0.2% | -7% | -14%

Next part; the last 4 above are carried over.
SMILES | HIV peptide binding | GPR35 arrestin U2OS | KOR beta-arrestin-1 | GPR55 beta-arrestin | GPR55 LPI antagonism | KOR beta-arrestin-2 | West Nile virus CPE | Dengue-2 NS5 capping | NOD1 NF-kB reporter
CC(=O)c1ccc(N2CCN(S(=O)(=O)c3cn(C)cn3)CC2)cc1 | 0.3% | 4% | 3.6% | -0.2% | -22% | -37% | 0.2% | -5% | -3%
O=C(c1cccc(Br)c1)N1CCN(S(=O)(=O)N2CCCCCC2)CC1 | -0.5% | 0% | 0.8% | -0.1% | 2% | -26% | 0.5% | 7% | -22%
O=C(COn1nnc2ccccc21)N1CCN(Cc2ccccc2)CC1 | -1.3% | -14% | 2.5% | 0.8% | 8% | -18% | -0.3% | 2% | -21%
Cc1n[nH]c(C)c1S(=O)(=O)N1CCCC(C(=O)NC2CCCc3ccccc32)C1 (stereo unspecified) | -1.7% | -3% | 7.5% | -0.1% | 6% | -17% | -0.2% | -7% | -14%
CCC(NS(=O)(=O)c1cn(C)nc1C)c1ccccc1 (stereo unspecified) | 1.2% | 0% | -5.2% | 0.1% | 6% | 8% | 0.0% | -6% | -46%
COc1ccc(Cl)cc1NC(=O)CNc1ccccc1CN(C)C1CCCCC1 | -0.4% | 8% | -1.1% | 0.1% | 26% | 14% | -1.2% | -3% | -30%
CCOC(=O)c1sc2nccc(OC)c2c1N=CNOC | -2.6% | -1% | -5.0% | 0.9% | 6% | -1% | 0.0% | -3% | -16%
O=C(CN(C(=O)CCC(=O)Nc1nccs1)c1ccc(F)cc1)NCc1ccc2c(c1)OCO2 | -1.4% | 1% | -2.3% | -0.2% | -4% | -14% | -0.1% | -6% | -15%
c1csc(-c2noc(CN3CCOCC3)n2)c1 | 0.5% | -11% | 1.8% | -0.1% | 7% | 2% | 0.2% | -5% | -13%
Cc1ncoc1C(=O)NC1CC(C)(C)Cc2c1cnn2-c1ccccc1 (stereo unspecified) | 0.3% | -6% | -2.4% | 0.4% | -2% | 13% | -0.6% | -14% | -8%
CC(=O)C1=C(O)C(=O)N(CCC(=O)O)C1c1ccc(Cl)cc1Cl (stereo unspecified) | 35% | 17% | 40% | 0.0% | -1% | -70% | 1.4% | 4% | 10%
O=C(CCCc1nc2ccccc2s1)NC(c1ccccc1)c1ccccc1 | -1.5% | 10% | 8.6% | -0.6% | -4% | 28% | -0.5% | 2% | -29%
Cc1ccc(C)c(S(=O)(=O)N2CCN(CC(=O)Nc3sccc3C#N)CC2)c1 | -0.1% | 0% | 2.8% | -0.4% | 10% | 23% | -0.5% | 4% | -16%
O=C1C2C(C(=O)N1c1nccs1)C1C=CC2C12CC2 (stereo unspecified) | -0.2% | -17% | 1.1% | -0.1% | -3% | -7% | 0.7% | 4% | -20%
Cc1cccc(N2C(=O)CC(SC(=Nc3ccccc3)Nc3ccccc3)C2=O)c1 (stereo unspecified) | 3.0% | -4% | 1.1% | 0.2% | 6% | -22% | -0.3% | 0% | -20%
COC(=O)Nc1nc(-c2ccccc2)c(C(=O)c2ccccc2)s1 | -0.9% | 13% | 3.5% | -0.2% | -9% | 23% | 0.3% | -4% | -44%
O=C(COc1ccc2ccc(=O)oc2c1)N1CC[C@@]2(O)CCCC[C@H]2C1 | 0.0% | -5% | -7.0% | -0.1% | -13% | -61%[20 µM] | -0.6% | -2% | -14%
CC(C)(C)c1ccc(OCC(=O)N/N=C/c2cc(Br)ccc2OC(=O)c2ccco2)cc1 | -2.9% | 6% | -1.5% | 0.0% | 2% | -8% | / | 4% | 16%
CC(C)CC(C(=O)NC1CCCC1)N(Cc1ccc2c(c1)OCO2)C(=O)c1snc(C(N)=O)c1N (stereo unspecified) | -0.6% | 7% | / | -0.1% | 8% | 8%[20 µM] | -0.8% | -10% | 20%
CCN1CCN(C(=S)Nc2ccc3nc(N4CCN(CC)CC4)cc(C)c3c2)CC1 | -3.0% | 5% | 3.4% | 0.1% | 14% | -26% | 11% | -5% | -2%
COc1cccc(NC(=O)CSc2nnc(NC(=O)c3ccco3)s2)c1 | 1.5% | 15% | 6.2% | 0.6% | -3% | -15% | 0.5% | -8% | -12%
Cn1c(=O)[nH]c(=O)c2c1nc(NCCCO)n2CCOc1ccccc1 | -1.7% | 0% | -3.0% | 0.1% | -5% | 7%[20 µM] | 0.1% | 3% | -5%
COc1cccc(NC(=O)CN(c2ccc3c(c2)OCO3)S(C)(=O)=O)c1 | -0.9% | 22% | -0.5% | -0.2% | -1% | -9% | 0.1% | / | 9%
CCCCOc1ccc(-c2nc(SCC(N)=O)n[nH]2)cc1 | -2.5% | -11% | 0.7% | 0.2% | -2% | -16% | 0.4% | 0% | /
Cc1c(C(=O)N2CCCCC2)c(S(=O)(=O)N2CCC(C)CC2)c(C)n1C | 0.0% | 13% | -1.7% | -0.2% | -7% | -18% | -0.3% | -13% | -5%
COc1ccc(OC)c(NC(=O)CSc2nnc(Cn3c(=O)sc4ccccc43)n2C)c1 | -1.3% | -11% | 9.3% | 0.7% | -3% | 36% | 0.1% | -1% | -27%
CNC(=O)/C(C#N)=C\c1ccc(CNS(=O)(=O)c2ccccc2)o1 | 4.6% | -4% | -5.4% | 0.2% | 7% | 32% | -0.2% | -5% | -20%
CCc1cccc(C)c1NC(=O)CN(C)Cc1ccc(Br)cc1 | -0.5% | 11% | -4.3% | 0.5% | 4% | -7% | -1.0% | 1% | -8%
O=C(Nc1nccs1)c1c(O)c2c([nH]c1=O)CCCC2 | -0.2% | -10% | 2.1% | 0.3% | -11% | -48% | -0.5% | -4% | -5%
COCC(=O)N/N=C/c1ccc(Sc2nc3ccccc3s2)o1 | -1.4% | 8% | 4.3% | 0.0% | -10% | -28% | -0.1% | 1% | -22%
N#C/C(=C\N1CCOCC1)C(N)=O | -1.1% | 0% | -0.9% | 0.2% | 10% | 11% | -0.1% | / | -5%
O=C(NC1CC1)C1CC(=O)N(C2CCCCC2)C1 (stereo unspecified) | 0.0% | 5% | 2.5% | 0.1% | 21% | 9% | 0.1% | 2% | 8%
Cc1ccc2nc(NC3=NC(CC(=O)O)C(=O)N3)nc(C)c2c1 (stereo unspecified) | 1.9% | -5% | 0.4% | 0.5% | -5% | -27% | 2.0% | / | -29%
CCOc1ccc2nc(COC(=O)c3cccs3)c(C(C)=O)[n+]([O-])c2c1 | -2.1% | 0% | -1.4% | 0.0% | -4% | -3% | -0.2% | -2% | 2%
O=C(O)CCCN1C(=O)c2ccc(Oc3cccc([N+](=O)[O-])c3)cc2C1=O | 0.6% | -11% | -2.7% | 0.2% | -10% | 24% | -0.4% | -1% | -31%
O=C(NCCNC(=O)c1ccco1)c1ccc(F)cc1 | -1.2% | 17% | / | -0.1% | 15% | -11%[20 µM] | 1.2% | -1% | -7%
CC1(C(=O)NCCCN2CCOCC2)Oc2cccnc2NC1=O (stereo unspecified) | -1.1% | -10% | -0.7% | 0.1% | 0% | -20% | 0.1% | -7% | -25%
Cc1ccc(S(=O)(=O)NCC(=O)N(CC(=O)NCC2CCCO2)C2CCCC2)cc1 (stereo unspecified) | -0.7% | 16% | -0.4% | -0.3% | 0% | 2% | -0.2% | -3% | 1%
COCCCNC(=O)CN1C(=O)CSc2ncccc21 | -1.0% | -15% | -4.5% | 0.3% | 8% | -11% | -1.1% | -1% | -9%
